TexasRed fluor = counter-screen for TRb-SRC2 inhibitors: fluorescence interference; AID 1479; hit rate 0.29% among 280,000; TRb/SRC2 Texas Red total fluorescence interference; Potency, µM (highest dose often 106 µM), for the others: at the highest dose fluorescence change, negative = quenching; active = well fitted curve in either direction with a large enough effect; inconclusive = small, poorly fitted or top-dose-only effect
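Flags fluorescent or light-absorbing compounds by total fluorescence, S + 2P, at 555 nm excitation and 632 nm emission. Mixture: 20 nM Texas Red SRC2 peptide, 0.6 uM human TRb LBD, 1 uM T3, 5% DMSO; compound exposure 5 h at ambient temperature.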
Tau FP inhib = blocks human tau fibril formation measured by polarization. Potency, µM (doses to about 57.7 µM), without a hit: at the highest dose activity, negative = inhibition, hits mostly inhibitors. hit rate 0.39% among 280,000. P10636. K18 P301L tau heparin fibrillization, Alexa594 FP, 6 h; note: nearly all actives have a fitted effect of over 55% in size
Target sequence (P10636 561-689 P618L limits assumed): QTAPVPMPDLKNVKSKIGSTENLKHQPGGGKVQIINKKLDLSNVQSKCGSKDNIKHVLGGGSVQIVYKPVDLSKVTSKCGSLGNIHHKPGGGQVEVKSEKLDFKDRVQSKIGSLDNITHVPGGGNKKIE
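Read-out: fluorescence polarization of Alexa 594-labeled tau (0.24 uM), 555 nm excitation, 632 nm emission. Mixtures held 15 uM unlabeled K18 P301L, compound and 20 uM heparin, pH 7 acetate buffer, incubated 6 hr at 37 C.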
Tau fibril ThT = blocks human tau fibril formation measured by thioflavin T. P10636. recombinant tau K18 P301L, heparin-induced fibrillization, ThT fluorescence. Potency, µM (series often up to 57.4 µM), inactives show at the highest dose activity, negative = inhibition, hits mostly inhibitors. hit rate 2.1% among 270,000; note: nearly all actives have a fitted effect of over 55% in size
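Using a mix of unlabeled (15 uM) and Alexa 594-labeled (0.24 uM) tau K18 P301L, heparin-triggered fibrillization over 6 hr at 37 C was scored by ThT fluorescence.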
KDM4E inh = inhibitors of human JMJD2E histone demethylase; B2RXH2; JMJD2E catalytic domain, FDH-coupled NADH fluorescence (FDH is formaldehyde dehydrogenase); hit rate 1.6% among 230,000; Potency, µM (top dose mostly 57.1 µM), for the others: at the highest dose activity change, negative = inhibition, hits mostly inhibitors; AID 2147; active = well fitted inhibition curve with a large enough effect, not every such curve was filed as active; inconclusive = small, poorly fitted or top-dose-only effect, or another doubt; inactive = no such curve, though single readings can be large or run the other way;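 note: 0% = wells with enzyme and -100% = buffer wells without enzyme; nearly all actives have a fitted effect of over 50% in size; many of its hits are not listed in these tables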
TRb SRC2 PPI = inhibitors of human thyroid hormone receptor beta-SRC2 interaction. P10828. TRbeta-SRC2 peptide binding, fluorescence polarization; receptor liganded with 1 µM T3. Potency, µM (titrated, usually from 106 µM), for inactives: at the highest dose activity change, negative = inhibition, hits mostly inhibitors. hit rate 0.065% among 280,000;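 note: plate controls were bound peptide for no effect and peptide without receptor for full effect; nearly all actives have a fitted effect of over 50% in size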
Target sequence (P10828 whole entry, looked up): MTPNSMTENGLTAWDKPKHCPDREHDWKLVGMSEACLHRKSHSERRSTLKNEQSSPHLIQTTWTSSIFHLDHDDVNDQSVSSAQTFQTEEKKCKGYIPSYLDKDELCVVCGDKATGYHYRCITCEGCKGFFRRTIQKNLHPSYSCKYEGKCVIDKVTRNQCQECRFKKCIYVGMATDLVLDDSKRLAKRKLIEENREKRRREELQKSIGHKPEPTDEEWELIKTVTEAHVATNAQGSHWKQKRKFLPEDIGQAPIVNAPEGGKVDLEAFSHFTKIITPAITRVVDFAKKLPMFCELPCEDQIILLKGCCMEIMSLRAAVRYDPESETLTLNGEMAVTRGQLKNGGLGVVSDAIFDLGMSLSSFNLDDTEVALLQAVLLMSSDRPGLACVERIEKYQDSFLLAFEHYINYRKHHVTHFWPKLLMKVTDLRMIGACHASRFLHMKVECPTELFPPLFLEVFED
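Fluorescence polarization of 20 nM Texas Red SRC2 peptide (20-aa NR interaction domain) bound to 0.6 uM human TRb ligand-binding domain, with 1 uM T3, after 5 hr at ambient temperature; inhibition seen as decreased polarization.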
L3MBTL1 inh = inhibitors of human L3MBTL1. Q9Y468. AlphaScreen L3MBTL1–H3K9me1 peptide binding. Potency, µM (highest dose often 57.1 µM), for the others: top-dose activity, negative = inhibition, usual class: inhibitors. hit rate 0.66% among 230,000. AID 485360; note: nearly all actives have a fitted effect of over 60% in size
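First, the protein-peptide complex forms for 30 min at room temperature (L3MBTL1 50 nM, biotinylated H3K9me1 peptide 75 nM). Next, compounds are pin-transferred and incubated 30 min. Finally, AlphaScreen beads are added and read after 30 min.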
RECQ1 helicase = RECQ1 (human) helicase inhibition; RECQ1 DNA unwinding, red fluorescence kinetic read; Potency, µM (series often up to 57.3 µM), for the others: top-dose activity, negative = inhibition, usual class: inhibitors; hit rate 0.54% among 240,000; AID 2549;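 note: plate controls were vehicle for no effect and no enzyme for full effect; nearly all actives have a fitted effect of over 30% in size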
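RECQ1T1 50 nM; forked duplex (20 bp + 30-nt ss tails) 200 nM, ATP 2 mM final; pH 8.0, 2 mM MgCl2, 2.5 ug/ml poly(dI-dC); 15 min compound preincubation; discontinuous kinetic read over 2 h at RT.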
RGS12 GoLoco inh = blocks human Gai1 binding to RGS12 GoLoco peptide, red readout | P63096 | Gai1:RGS12 GoLoco peptide FP, rhodamine, 10 min | Potency, µM (series often up to 61.6 µM), inactives show at the top dose activity, negative = inhibition, usual class: inhibitors | hit rate 0.44% among 230,000 | AID 880; active = well fitted inhibition curve with a large enough effect, not every such curve was filed as active; inactive = no such curve, though single readings can be large or run the other way; note: nearly all actives have a fitted effect of over 30% in size; many of its hits are not listed in these tables
Target sequence (P63096 whole entry, looked up): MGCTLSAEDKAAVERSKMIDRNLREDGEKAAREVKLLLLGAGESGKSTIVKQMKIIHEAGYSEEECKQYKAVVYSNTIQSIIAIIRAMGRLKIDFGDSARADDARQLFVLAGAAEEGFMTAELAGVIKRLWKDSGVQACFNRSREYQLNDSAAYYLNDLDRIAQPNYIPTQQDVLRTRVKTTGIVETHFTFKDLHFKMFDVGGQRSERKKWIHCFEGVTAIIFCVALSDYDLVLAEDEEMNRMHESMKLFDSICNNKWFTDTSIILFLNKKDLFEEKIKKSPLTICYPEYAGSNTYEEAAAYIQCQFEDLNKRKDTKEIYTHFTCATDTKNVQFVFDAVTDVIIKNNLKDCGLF
* marks the source's active call; other numbers are inactive results; i = inactive; u = inconclusive; x = no result given; & = joins results of further samples; [ ] = remark or other dose. Unless noted, calls come from the whole dose curve; as a rule, active = well fitted curve in the direction sought with a large enough effect; inconclusive = small, poorly fitted or top-dose-only effect, or another doubt; inactive = no such curve, though single readings can be large; an effect the other way counts as inactive or inconclusive. Unless noted, % is set by controls: 0 for no effect and ±100 for the full control effect; potency is the fitted concentration of half-maximal effect. An excerpt; count on the stated rates, not on these rows.

SMILES	TexasRed fluor	Tau FP inhib	Tau fibril ThT	KDM4E inh	TRb SRC2 PPI	L3MBTL1 inh	RECQ1 helicase	RGS12 GoLoco inh
CC(C)CCN(CCC(C)C)CC(O)Cn1c2ccccc2c(=O)c2ccccc21 (stereo unspecified)	-3.3%	-3.8%	-17.4%	u	-1.3%	14.1%	-8.9%	5.6%
CN(C)c1cccc(-c2nnc(SCCCC#N)o2)c1	1.9%	5.1%	5.3%	-17.8%	0.9%	0.8%	i	-7.3%
COc1ccc(-n2c(C)cc(/C=C3\SC(=S)NC3=O)c2C)cc1	-1.0%	-8.2%	u	u	6.2%	-6.5%	i	28.8%
CCc1cccc(C)c1NC(=O)CSc1nc2ccc(N3C(=O)c4ccccc4C3=O)cc2s1	-2.2%	-11.9%	1.7%	-2.2%	-11.7%	0.5%	i	7.4%
C=CCOc1c2ccc(C(=O)NCc3ccc(C)cc3)cc2nn1C	0.1%	9.3%	7.2%	-0.7%	1.0%	-7.2%	-1.0%	-31.2%
Cc1cc(C)cc(NC(=O)Cn2nnc(-c3nc(-c4ccncc4)no3)c2N)c1	-2.3%	-13.7%	-5.8%	x	-3.6%	x	x	x
CCOC(=O)c1c(C(C)(C)C)oc2ccc(OCC#N)cc12	-2.8%	-5.4%	u	-7.4%	-1.3%	51.6%[activator]	i	0.5%
CCCCNC(=S)N(C)/N=C/c1c(F)c(F)c(F)c(F)c1F	0.9%	-0.4%	-5.1%	0.2%	2.9%	46.9%[activator]	-2.2%	10.5%
O=C(NCc1ccccn1)c1cc(-n2cnnc2)ccc1Cl	-3.5%	-1.5%	-7.6%	7.9%	-9.9%	x	5.8%	-8.6%
COc1cccc2cc(C(=O)N3CCN(c4cc(C)ccc4C)CC3)c(=O)oc12	2.1%	-2.9%	-10.5%	x	2.1%	x	x	x
COC(C[C@@H](O)CC(=O)[C@H](C)OCc1ccccc1)OC	-1.2%	4.0%	6.0%	-4.4%	-6.0%	x	-1.7%	0.8%
Cc1ccccc1-n1c(Cn2c(=O)sc3ccccc32)nnc1SCC(=O)N1CCCC1	3.0%	2.2%	0.2%	-2.5%	-8.8%	-8.5%	-6.5%	-1.2%

Brought forward from above: three entries, followed by the next part.
SMILES	TexasRed fluor	Tau FP inhib	Tau fibril ThT	KDM4E inh	TRb SRC2 PPI	L3MBTL1 inh	RECQ1 helicase	RGS12 GoLoco inh
COc1cccc2cc(C(=O)N3CCN(c4cc(C)ccc4C)CC3)c(=O)oc12	2.1%	-2.9%	-10.5%	x	2.1%	x	x	x
COC(C[C@@H](O)CC(=O)[C@H](C)OCc1ccccc1)OC	-1.2%	4.0%	6.0%	-4.4%	-6.0%	x	-1.7%	0.8%
Cc1ccccc1-n1c(Cn2c(=O)sc3ccccc32)nnc1SCC(=O)N1CCCC1	3.0%	2.2%	0.2%	-2.5%	-8.8%	-8.5%	-6.5%	-1.2%
CCCCC[C@H](O)/C=C/[C@H]1OC(O)C[C@H](O)[C@@H]1C/C=C\CC(=O)O (stereo partly specified)	0.3%	-2.0%	-8.9%	0.3%	-12.2%	x	-9.0%	3.4%
O=C(C/C(=N\NC(=O)c1ccccc1Br)C(F)(F)F)c1cccs1	-3.8%	u	u	-18.5%	0.8%	-3.7%	-2.0%	3.0%
COc1c(F)c(F)c(C(=O)Nc2ccc(NC(=O)c3ccco3)cc2)c(F)c1F	-0.5%	-4.4%	-12.9%	-11.3%	-2.0%	2.3%	i	11.1%
O=c1oc2c(CN3CCCCC3)c(O)ccc2c2c1CCCCC2	-6.6%	-8.3%	-5.9%	3.16µM*	-5.5%	2.6%	12.0%	20.8%
CCOC(=O)CNC(=O)O[C@@H]1C(=O)c2ccc(OC)cc2O[C@H]1c1ccc2c(c1)OCO2	-0.5%	-15.2%	u	6.3%	-1.6%	x	1.3%	-23.7%
O=C(C1CC1)N1CCc2cc(Br)cc(S(=O)(=O)Nc3ccc(F)c(F)c3)c21	-2.1%	-12.2%	-11.0%	x	3.8%	x	x	x
Cc1ccc(COc2ccc(/C=N/NC(=O)CN3CCCCC3)cc2)cc1	-0.5%	-2.3%	-14.1%	-6.4%	7.0%	x	-13.6%	-5.9%
C=CCOc1cccc(C2c3c(oc4ccc(F)cc4c3=O)C(=O)N2CCCN2CCOCC2)c1 (stereo unspecified)	-2.3%	-3.1%	-17.1%	-8.3%	4.4%	x	i	7.1%
O=C(Nc1ccccc1)N1CCN(C(=O)c2nsc3ccccc23)CC1	-1.7%	-6.9%	-10.6%	x	3.7%	x	x	x
CC(C)N1CCc2c(sc(NC(=O)CN3C(=O)c4ccccc4C3=O)c2C(N)=O)C1	1.9%	5.6%	0.7%	4.7%	12.4%	2.4%	i	8.6%
Cc1ccc(OCC(=O)Nc2ccc3nc(Nc4cccc(Cl)c4)cc(C)c3c2)cc1	1.5%	-10.0%	-10.7%	x	5.2%	x	x	x
COc1cccc(-c2nn3c(=O)cc(CN4CCN(S(=O)(=O)c5ccc(C)cc5)CC4)nc3s2)c1	-1.2%	-3.9%	-7.8%	x	-8.3%	x	x	x
COc1ccc([N+](=O)[O-])cc1N(CC(=O)NCCSc1ccccc1)S(C)(=O)=O	-1.5%	-13.0%	-9.0%	0.4%	-2.1%	1.1%	i	5.9%
Cc1ccccc1NC(=S)N(Cc1ccco1)C(C)c1ccccn1 (stereo unspecified)	-0.8%	0.4%	-6.0%	-1.4%	1.9%	x	6.2%	0.1%
COCCNS(=O)(=O)c1cc(OC)ccc1OC	-5.9%	1.2%	7.9%	3.6%	-6.1%	-5.3%[11.4 µM]	i	5.0%
CCC12CN3CC(CC)(CN(C1)C3c1c[nH]c3ccccc13)C2=O (stereo unspecified)	-0.9%	2.0%	4.7%	x	-2.6%	x	x	x
COC(=O)C(C)n1nnc2sc(-c3ccccc3)cc2c1=O (stereo unspecified)	-1.8%&1.5%	5.3%&3.4%	u	u	0.7%&3.2%	x	1.7%	53.1%[activator]
Cc1cc(NC(=O)CCC(=O)N(c2ccccc2)C2(C(=O)NC3CCCCC3)CCCC2)no1	-2.6%	-3.6%	-2.7%	-0.4%	1.1%	2.1%	-12.0%	7.8%
COc1ccc(Cl)cc1NC(=O)c1c(NCc2ccc(C)o2)sc2c1CCCCC2	-1.5%	-11.9%	u	x	-0.1%	x	x	x
CCOC(=O)Cc1cnc(NC(=O)c2ccccc2)s1	0.2%	-5.4%	-6.9%	-0.7%	-16.7%	30.0%	-0.3%	3.0%
CC(C)CCNC(=O)c1ccc2c(c1)nc1n2CCCCC1	-1.5%	2.8%	-0.6%	x	-5.4%	x	x	x
COCC(C)NC(=O)c1cc2cccc([N+](=O)[O-])c2[nH]1 (stereo unspecified)	-1.7%	16.3%	x	-8.1%	-4.1%	x	2.3%	10.1%
CCC(C)(C)NC(=O)C(c1ccncc1)N(Cc1cccs1)C(=O)Cn1nnc2ccccc21 (stereo unspecified)	-3.6%	-3.2%	6.5%	-28.2%	4.5%	-0.9%	15.2%	-0.5%
O=C(NC1CCCCC1)c1cc(Cl)ccc1[N+](=O)[O-]	1.4%	-4.6%	-5.9%	18.0%	5.3%	1.9%	-0.7%	21.9%
c1ccc2c(CN3CCCCC3)csc2c1	1.4%	-0.4%	6.8%	2.2%	1.1%	3.3%	-0.1%	-1.9%
CCOC(=O)C1CCN(c2ncnc3c2c(-c2ccccc2)cn3-c2ccc(Cl)cc2)CC1	-2.1%	-10.7%	-4.5%	x	3.7%	x	x	x
Cc1ccc(CNc2ncnc3cc(Cl)ccc23)o1	0.7%	-9.3%	-22.9%	4.5%	1.4%	x	i	4.2%
Cc1ccc(S(=O)(=O)N(CC(=O)Nc2cccc([N+](=O)[O-])c2)Cc2ccc(Cl)cc2)cc1	-0.8%	-5.4%	3.9%	0.6%	5.6%	-12.9%	-6.5%	0.0%
CC1(C(=O)NC2CCCC2)CCC(=O)N1Cc1cccs1 (stereo unspecified)	-0.4%	-2.2%	-11.0%	4.9%	-0.9%	10.0%	-12.1%	-4.2%
CCOC(=O)NNc1ccccc1	5.9%	-6.0%	-10.1%	-15.6%	2.2%	11.5%	11.3%	7.9%
O=C(Nc1ccc(NC(=O)C2CC2)nc1)c1ccncc1	1.7%	-6.6%	-11.8%	-22.1%	-4.1%	-3.1%	-1.7%	x
COc1ccc(-c2csc(N3CCN(C(=O)c4ccccc4)CC3)n2)cc1	-2.2%	11.3%	u	3.3%	-18.9%	-10.8%	-9.5%	3.7%
O=c1oc(-c2cccc(Cl)c2)nc2c1cnn2-c1ccccc1	-0.1%	2.1%	-5.8%	u	-10.7%	x	-5.6%	14.9%
CC(C(=O)Nc1ccc(S(N)(=O)=O)cc1)N1CCc2ccccc21 (stereo unspecified)	-3.1%	9.7%	1.1%	-28.3%	1.7%	-6.9%	i	6.4%
O=C(Nc1cccc(C(F)(F)F)c1)c1cnccn1	-1.4%	-1.9%	-3.0%	9.2%	-1.3%	4.3%	-1.8%	-4.5%
CCOC(=O)NN1C(=O)c2ccccc2NC1c1ccccc1O (stereo unspecified)	0.0%	5.0%	-0.1%	u	-8.0%	6.6%	-1.7%	11.1%
COc1ccc(NC(=O)CSc2nnc(-c3ccccc3C)n2N)cc1	0.0%	-9.5%	u	2.0%	1.5%	1.9%	-0.4%	0.3%
CCn1c(=NC(=O)c2ccc(N3C(=O)CCC3=O)cc2)sc2c(OC)ccc(OC)c21	u	-5.8%	-13.5%	u	u	x	-18.3%	21.6%
COc1cc(CNc2ccc(O)cc2)cc(Br)c1OCc1ccccc1	-5.9%	u	25.1µM*	u	u	-26.3%	-28.9%	-35.4%
CC(=O)Nc1cccc(NC(=O)C(F)(F)F)c1	2.6%	5.5%	13.1%	0.1%	-10.6%	45.8%[activator]	i	5.2%
Cc1ccc(S(=O)(=O)NN=C2CCC(C(C)(C)C)CC2)cc1[N+](=O)[O-] (stereo unspecified)	1.0%	-6.0%	-3.2%	-7.7%	-2.8%	4.4%	-12.2%	5.8%
CC(C)(C)NC(=O)C(=O)NN=C1CCCCCCC1	-0.5%	-5.6%	-6.4%	97.3%[activator]	4.8%	10.4%	0.0%	3.0%

Screening results (PubChem)
